HepG2 tox: qHTS for Inhibitors of TGF-b: Cytotox Counterscreen; HepG2 CAGA-GFP viability, ATP luminescence, 18 h; Potency, µM (top dose mostly 46.1 µM), without a hit: at the top dose activity change, negative = cytotoxicity, hits mostly cytotoxic; actives 0.76% (n = 410,000); also: potency is read from the fitted curve at half-maximal effect; some results filed as inactive show a strong effect at the top dose
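HepG2 CAGA-GFP cells (1000/well, DMEM with 1% FBS) received compound, then TGF-beta at 500 pg/mL final, and were incubated 18 hours at 37 degrees C. Viability was read by CellTiter-Glo luminescence. Media-only wells were set as complete cell-killing and DMSO as no toxicity.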
SW480 rereplic: A quantitative high throughput screen for small molecules that induce DNA re-replication in SW480 colon adenocarcinoma cells; SW480 DNA re-replication, Hoechst DNA content imaging, 48 h; AID 624297, 2012; actives 1.8% (n = 340,000); Potency, µM (series often up to 46.1 µM), for the others: at the highest dose re-replication activation, usual class: activators; also: potency is read from the fitted curve at half-maximal effect; % of control where 0% means no effect; nearly all actives have a fitted effect of over 55% in size
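Image-based read-out: total Hoechst fluorescence of nuclei (405 nm excitation, 500-530 nm emission), with hits raising the fraction of high-intensity nuclei. SW480 colon cells incubated 48 hr with compounds at 37 C.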
HT1080-NT tox: qHTS for induction of synthetic lethality in tumor cells producing 2HG: qHTS for the HT-1080-NT fibrosarcoma cell line | AID 686970, 2013 | actives 1.6% (n = 360,000) | Potency, µM (doses to about 46.1 µM), inactives show top-dose activity, negative = less viability, usual class: cytotoxic | HT-1080-NT fibrosarcoma viability, CellTiter-Glo ATP luminescence, 48 h;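 also: NT is the 2HG producing partner of a matched IDH1 knockdown line; potency is read from the fitted curve at half-maximal effect; 0% = DMSO-treated cells and -100% = media-only wells without cells; nearly all actives have a fitted effect of over 55% in size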
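HT-1080-NT fibrosarcoma cells (2HG-overproducing), 750 cells/well in RPMI with 5% FBS, dosed after 2 h and incubated 48 h at 37C. CellTiter-Glo luminescence normalized to DMSO and no-cell wells; concentration-response curves fitted and classed.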
MCF10A rereplic: A quantitative high throughput screen for small molecules that induce DNA re-replication in MCF 10a normal breast cells. MCF 10A DNA re-replication, Hoechst nuclear intensity, 48 h. Potency, µM (highest dose often 46.1 µM), inactives show top-dose activity, positive = re-replication, usual class: activators. actives 2.9% (n = 350,000). AID 624296, 2012; also: potency is read from the fitted curve at half-maximal effect; % of control where 0% means no effect; nearly all actives have a fitted effect of over 50% in size
IL-1B inflam inh: qHTS for Inhibitors of Inflammasome Signaling: IL-1-beta AlphaLISA Primary Screen. THP-1 LPS/ATP IL-1B secretion, AlphaLISA, 16 h; stronger effect = lower value. activity change, % at 57.5 µM. actives 4.7% (n = 360,000); in the data active = activity change below about -50%; inconclusive = mostly about -30% to -49%; also: % is scaled to controls: 0 for no effect and ±100 for the full control effect
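THP-1 cells pretreated 1 hr with compounds (up to 57.5 uM final), then stimulated with LPS (250 ng/mL final) plus ATP (1.25 mM final); secreted IL-1B measured by AlphaLISA after 16 hr, decreased signal indicating inhibition.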
ATXN2 expr inh: Primary qHTS for Inhibitors of ATXN expression | HEK-293 ATXN2-luciferase reporter, luminescence, 24 h | Potency, µM (highest dose often 57 µM), inactives show top-dose activity change, negative = inhibition, usual class: inhibitors | actives 0.72% (n = 360,000) | AID 1745845, 2022; also: potency is read from the fitted curve at half-maximal effect; % is scaled to controls: 0 for no effect and ±100 for the full control effect; nearly all actives have a fitted effect of over 55% in size
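ATXN2-luciferase reporter cells (luciferase flanked by upstream and downstream ATXN2 gene portions) were treated 24 h at 37 °C with compounds at up to 57 uM. SteadyGlo luminescence gave expression; GF-AFC fluorescence gave viability.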
KB-3-1 cytotox: qHTS assay for MDR1-selective chemotherapeutics: Primary screen using the parental adenocarcinoma cell KB-3-1. KB-3-1 viability, CellTiter-Glo ATP luminescence, 72 h. Potency, µM (highest dose often 46.1 µM), inactives show at the highest dose activity change, negative = cytotoxic, hits mostly cytotoxic. actives 1.4% (n = 400,000); also: potency is read from the fitted curve at half-maximal effect; % is scaled to controls: 0 for no effect and ±100 for the full control effect; nearly all actives have a fitted effect of over 60% in size
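Here the drug-naive KB-3-1 line serves as comparator for MDR sub-line selectivity; cells received compound titrations, 72 h at 37 °C, then CellTiter-Glo readout.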
S2 tox: Viability Counterscreen for Primary qHTS for Inhibitors of ATXN expression | Potency, µM (doses to about 56.7 µM), actives largely listed as cytotoxic | S2 cells (HEK-293 line with an ATXN2-luciferase reporter) viability, CellTiter-Fluor protease fluorescence, 24 h | actives 0.49% (n = 400,000); also: potency is read from the fitted curve at half-maximal effect; nearly all actives have a fitted effect of over 40% in size
HT1080 IDH1KD tx: qHTS for induction of synthetic lethality in tumor cells producing 2HG: qHTS for the HT-1080-IDH1KD cell line | AID 686971, 2013 | Potency, µM (series often up to 46.1 µM), without a hit: top-dose activity, negative = toxicity, usual class: cytotoxic | HT-1080 IDH1 knockdown viability, ATP luminescence, 48 h | actives 2% (n = 360,000);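 also: potency is read from the fitted curve at half-maximal effect; 0% = DMSO wells and -100% = cell-free medium wells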
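IDH1KD HT-1080 cells, 750/well, RPMI + 5% FBS; compound pinned after 2 h settling; 48 h, 37 °C; CellTiter-Glo luminescence; % activity normalised to DMSO and no-cell wells; curves fitted, classed by r2 and efficacy.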
The depositor's hits bear a star; i = inactive; ? = inconclusive; · = not tested or not shown; & = joins results of further samples; [ ] = dose if it differs, or a comment. Unless noted, calls follow the shape of the dose curve; as a rule, active = well fitted curve in the direction sought with a large enough effect; inconclusive = small, poorly fitted or top-dose-only effect, or another doubt; inactive = no such curve, though single readings can be large; an effect the other way counts as inactive or inconclusive.

SMILES	HepG2 tox	SW480 rereplic	HT1080-NT tox	MCF10A rereplic	IL-1B inflam inh	ATXN2 expr inh	KB-3-1 cytotox	S2 tox	HT1080 IDH1KD tx
O=c1oc2ccccc2cc1-c1cn2cccnc2n1	-25%	-7%	-3%	9%	22	·	-3%	·	-8%
CCCCNC(=O)CCn1c(=O)c2ccccc2n(CC(=O)Nc2ccccc2OCC)c1=O	1%	-3%	16%	1%	6	25%	19%	i	20%
COc1ccc(-n2nc(C(=O)O)cc2-c2ccccc2)cc1	-4%	-14%	-2%	7%	2	·	2%	i	-1%
CCC1=NN(C(=O)C(=O)Nc2ccc(OC)cc2)C(O)(C(F)(F)F)C1 (stereo not given)	-34%	-1%	8.9µM*	-5%	0	6%	0%	i	5µM*
CCOC(=O)c1c(S(=O)(=O)N2CCC(C(=O)NCc3ccc(F)cc3)CC2)c(C)n(C)c1C	-20%	·	·	·	·	1%	-2%	i	·
COc1ccc(OC)c(S(=O)(=O)N2CCN(C)CC2)c1	-5%	-14%	4%	-3%	14	1%	0%	i	1%
O=C(OCC(=O)N1CCCCC1)c1cccc(NS(=O)(=O)c2ccccc2)c1	-13%	-4%	6%	2%	12	10%	6%	i	3%
O=C(Nc1ccc(C(F)(F)F)cc1)C1=NN(C2CCS(=O)(=O)C2)C(=O)CC1 (stereo not given)	-11%	-9%	-5%	-4%	-9	·	?	i	-16%
Cc1nnc(SCCn2c(N3CCCCCC3)nc3c2c(=O)[nH]c(=O)n3C)s1	9%	9%	-5%	0%	3	85%[activator]	2%	i	-3%
CCn1c(CNc2ccc(Cl)cc2)nnc1SCC(=O)OC1CCCCC1	-28%	2%	-9%	13µM*	-10	-11%	15%	i	-7%
Cc1nn(-c2ccccc2)c(Cl)c1C(=O)N(C)CC(=O)Nc1cccc(F)c1	-11%	-97%[inhibitor]	-2%	-4%	-16	-11%	-16%	i	-8%
O=C(Nc1ccc2c(c1)C(=O)OC2)Nc1cccc2ccccc12	-26%	1%	6%	2%	-6	-23%	-3%	i	-2%
COCCNC(=O)c1cn(CCOC)c(=O)c2c1c1ccccc1n2C	1%	-10%	1%	1%	49	3%	14%	i	2%
CCOC(=O)C1(CCOc2ccccc2)CCN(Cc2ccc(C(=O)OC)cc2)CC1	-17%	-18%	-17%	?	0	?	-1%	?	-16%
CCCOC(=O)c1ccc(NC(=O)Cn2nnc3sc4c(c3c2=O)CCC(C(C)(C)C)C4)cc1 (stereo not given)	3%	·	·	·	·	14%	-1%	i	·
COc1ccc(C2/C(=C(/O)c3ccc(C)cc3)C(=O)C(=O)N2c2ccccn2)cc1 (stereo not given)	-3%	-9%	-17%	14%	4	2%	15%	i	1%
CCCC(=O)N(Cc1cc2cc(C)ccc2[nH]c1=O)c1ccccc1OC	-1%	0%	-11%	12%	-1	3%	3%	i	2%
O=c1c2ccccc2[nH]c(=S)n1Cc1ccccc1Cl	-3%	-3%	2%	13%	43	-4%	1%	i	2%
N#CCCn1c(=O)n(CCC#N)c2ccccc21	18%	-2%	22%	-6%	11	4%	2%	i	14%
CC1Cc2nc(SCC(=O)Nc3ccc(F)cc3F)n(C)c(=O)c2S1 (stereo not given)	4%	10%	-3%	21%	3	-22%	23%	i	9%
COc1ccc(-n2cc(CNC3CCOCC3)c(-c3cccc(F)c3)n2)cc1	-8%	?	?	?	-67*	-18%	?	i	18µM*
CC(C)(C)C1CCC(OCC(O)CN2CCN(Cc3ccccc3)CC2)CC1 (stereo not given)	11µM*	15µM*	-22%	41%	-20	0%	0%	?	-13%
COCCn1cnc2c1c(=O)n(CC(=O)OCC(=O)NCC(F)(F)F)c(=O)n2Cc1ccccc1	-7%	-1%	20%	-3%	7	3%	4%	i	11%
CCOc1ccc([C@@H]2CC=C(C(=O)O)[C@H](c3cccc(Cl)c3)N2S(=O)(=O)c2ccc(C)cc2)cc1	-14%	-5%	4%	?	40	-7%	2%	?	12%
COCCN(C(=O)COC(=O)c1ccc(C=O)cc1)c1c(N)n(Cc2ccccc2)c(=O)[nH]c1=O	2%	-1%	8%	-8%	-7	3%	·	i	-4%
CC(CNC(=O)CN1C(=O)c2cccnc2Oc2ccc(Cl)cc21)c1ccccc1 (stereo not given)	3%&2%	-7%	8%	1%	2	3%	7%&3%	i	1%
NC(=O)C1(N2CCCCC2)CCN(C2CC(=O)N(CCc3ccccc3)C2=O)CC1 (stereo not given)	-23%	-6%	12%	-2%	-19	-3%	9%	i	0%[9.24 µM]
CN(C)c1cc(N)c2ccccc2n1 (tested in a mixture with another compound)	-11%	0%	-1%	5%	6	-23%	1%	i	1%
Cc1ccsc1CN(C)C(=O)CCc1nnc(COc2ccccc2)o1	-1%	1%	2%	6%	-14	·	-4%	i	11%
COc1ccc([N+](=O)[O-])cc1N(CC(=O)N1CCCC1)S(C)(=O)=O	0%	?	4%	-10%	3	0%	19%	i	18%
CCOC(=O)C1CCCN(C2CC(=O)N(c3ccc(C)cc3)C2=O)C1 (stereo not given)	4%	-4%	-3%	21%	13	1%	11%	i	1%[9.24 µM]
CC(C)(C)C(=O)Nc1c2c(nn1-c1ccc(F)cc1)CSC2	20%	-20%	10%	0%	12	·	-2%	i	12%
CN(C)CCNc1nc2c(c(=O)[nH]c(=O)n2C)n1CCCc1ccccc1	-28%	-13%	5%	10%	-11	3%	-18%	i	-2%
O=C(Cc1cccc(C(F)(F)F)c1)NCC(c1ccco1)N1CCCCC1 (stereo not given)	-3%	0%	12%	?	1	-11%	0%	i	18%
O=C(/C=C/c1ccc([N+](=O)[O-])cc1)Nc1cccc(C(=O)Nc2ccccc2C(=O)O)c1	4%	-20%	12%	-9%	-13	·	-2%	i	3%
COc1ccc(C(=O)Nc2ccc(C(=O)N3CCOCC3)cc2)cc1OC	-36%	1%	-23%	1%	7	-6%	-14%	i	-2%
CCOC(=O)[C@]12CCC=C1N(Cc1ccc3c(c1)OCO3)C(=O)[C@H](CC(=O)N1CCSCC1)C2	·	·	3%	·	13	4%	23%	?	-9%
Cc1cc(=O)n2[nH]c(CCC(=O)O)nc2n1	11%	-10%	0%	9%	4	2%	0%	i	15%
Cc1cc(=O)oc2cc(O)cc(OCc3ccccc3)c12	-63%	?	10%	21µM*	38	6%	?	i	10%
CC1(C)Cc2c(c(N3CCCC3)nc3sc(C(=O)Nc4ccccc4)c(N)c23)CO1	-6%	?	-13%	2.9µM*	?	27%	-5%	i	-3%
NC(=O)c1ccccc1NC(=O)CSC1=NCCS1	1%	-10%	-3%	-18%	?	2%	8%	i	-6%
COc1ccc(-n2c(O)c(/C=N/NS(=O)(=O)c3ccc(C)cc3)c3ccccc3c2=O)cc1OC	20%	2%	-9%	?	20	-15%	-1%	·	-18%
COc1cc(NC(=O)c2ccc(-c3cccnc3)c3ccoc23)cc(OC)c1OC	-31%	·	-14%	·	0	-24%	-1%	i	3%
CC(C)CCNC(=O)c1nn(Cc2ccccc2)c(=O)c2ccccc12	-21%	-4%	13%	-4%	5	-18%	-6%	i	20%
Cn1c(=O)c2sccc2n2c(CCC(=O)Nc3ccc(F)cc3)nnc12	2%	·	·	·	·	-3%	-2%	i	·
O=C(CNc1ccc(F)cc1Cl)Nc1cccc(S(=O)(=O)N2CCCCC2)c1	-37%	-2%	-15%	?	?	1%	-2%	i	-3%
O=C(CSc1nnc(NC(=O)C2CCC2)s1)Nc1ccccc1Br	10%	-4%	29%	18%	-4	-2%	1%	i	?
O=C(Nc1ccc(OC(F)(F)F)cc1)C1CCCN(S(=O)(=O)c2cccnc2)C1 (stereo not given)	-14%	12%	-21%	?	7	-12%	3%	i	?
Nc1nccnc1C(=O)OCC(=O)NNC(=O)c1ccccc1	-4%	0%	1%	0%	20	2%	7%	i	11%
N#Cc1c(-c2ccccc2)nc(-c2ccncc2)[nH]c1=O	7%	-5%	8%	14%	1	·	-3%	i	22%
COc1ccc(NS(=O)(=O)c2cccc(C(=O)OCC(=O)c3c(N)n(C)c(=O)n(C)c3=O)c2)cc1	-1%	1%	-1%	5%	-8	7%	7%	i	5%
Cc1ccc(-c2nc3c4ccccc4ccn3c2Cc2ccccc2)cc1	9%	·	-4%	·	59	13%	-5%	i	-13%
COC(=O)C1=C(C)NC(=O)NC1c1ccc(N2CCC(c3ccccc3)=N2)cc1 (stereo not given)	11%	2.1µM*	-25%	5.2µM*	-69*	?	-24%	·	?
CN1CCN(c2oc(-c3ccc([N+](=O)[O-])cc3)nc2C#N)CC1	6%	15%	6%	4%	-21	·	1%	i	5%
COc1ccc(Cn2c(=O)[nH]c3cc(C(=O)N4CCN(c5cccc(Cl)c5)CC4)ccc3c2=O)cc1	9%	·	·	·	·	8%	-4%	i	·

Bioassay records as filed in PubChem.
